# TLR4-MyD88 BLA – TLR4-MyD88 interaction inhibition in cells; O00206+Q99836; HeLa CL3-4 TLR4/MyD88 BLA complementation, FRET ratio; inhibition, % at 8.4 µM; 0.18% of 200,000 active; in the data active = inhibition above about 25%;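 also: 0% = vehicle and 100% = reference inhibitor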
# Target sequence (O00206 whole entry, looked up): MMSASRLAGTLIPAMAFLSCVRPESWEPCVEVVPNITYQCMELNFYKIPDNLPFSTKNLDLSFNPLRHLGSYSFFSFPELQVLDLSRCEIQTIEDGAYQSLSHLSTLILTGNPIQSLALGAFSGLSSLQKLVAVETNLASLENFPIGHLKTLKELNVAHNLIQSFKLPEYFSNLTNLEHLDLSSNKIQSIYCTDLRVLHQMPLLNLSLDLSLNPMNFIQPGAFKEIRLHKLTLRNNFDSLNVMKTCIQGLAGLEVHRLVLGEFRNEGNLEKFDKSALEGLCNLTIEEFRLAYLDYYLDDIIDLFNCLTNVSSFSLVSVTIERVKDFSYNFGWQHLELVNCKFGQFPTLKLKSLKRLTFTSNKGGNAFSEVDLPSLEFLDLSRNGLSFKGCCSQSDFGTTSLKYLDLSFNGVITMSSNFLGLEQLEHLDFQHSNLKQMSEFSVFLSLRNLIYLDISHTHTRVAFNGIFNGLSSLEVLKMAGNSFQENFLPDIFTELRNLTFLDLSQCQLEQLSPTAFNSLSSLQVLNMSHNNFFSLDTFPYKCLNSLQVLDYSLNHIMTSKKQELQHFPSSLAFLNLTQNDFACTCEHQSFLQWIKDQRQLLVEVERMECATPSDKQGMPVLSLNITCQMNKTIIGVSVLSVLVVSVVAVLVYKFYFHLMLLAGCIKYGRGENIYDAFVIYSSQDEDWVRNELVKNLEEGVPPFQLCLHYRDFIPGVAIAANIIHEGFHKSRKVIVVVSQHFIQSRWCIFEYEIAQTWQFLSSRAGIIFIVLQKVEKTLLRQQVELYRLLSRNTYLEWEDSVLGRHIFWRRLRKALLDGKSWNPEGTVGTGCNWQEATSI
# Target sequence (Q99836 whole entry, looked up): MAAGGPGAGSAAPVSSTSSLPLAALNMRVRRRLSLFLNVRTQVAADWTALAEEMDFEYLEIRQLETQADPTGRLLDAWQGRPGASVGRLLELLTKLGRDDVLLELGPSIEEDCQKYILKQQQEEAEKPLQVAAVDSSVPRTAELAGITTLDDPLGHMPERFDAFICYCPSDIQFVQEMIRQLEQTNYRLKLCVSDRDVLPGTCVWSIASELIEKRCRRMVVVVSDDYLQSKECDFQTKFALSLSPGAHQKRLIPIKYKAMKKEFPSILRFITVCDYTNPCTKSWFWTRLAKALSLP
# STAT1 inh – STAT1 signaling inhibition | NIH 3T3 STAT1-luciferase reporter, IFN-gamma, luminescence | AID 920 | 0.35% of 200,000 active | inhibition, % at 5.5 µM;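 active = inhibition above a set limit, the mean inhibition across all tested compounds plus 3 SD, cut at about 34% in these data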;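 also: 0% = IFN-gamma with DMSO and 100% = IFN-gamma with 300 µM nifuroxazide; values of inactives mirror those of a sister screen read the other way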
# G6PDH CS – L. mesenteroides G6PDH inhibition counter-screen. Purified L. mesenteroides G6PDH, diaphorase/resazurin coupled fluorescence, 45 min. inhibition, % at 5 µM. 0.12% of 200,000 active. AID 1020; in the data active = inhibition above about 50%
# STAT3 activator – increases IL-6 driven STAT3 reporter signal | U3A cells, IL-6 STAT3-luciferase reporter, luminescence; 100% = signal with IL-6 EC80 alone | activation (% of control), % at 5.6 µM | 0.91% of 190,000 active;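 active = activation above the screen-wide mean of compound activation plus 3 SD, cut at about 130% in these data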;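 also: 0% = background luminescence of wells with medium and substrate only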
#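 system = STAT3-luciferase reporter U3A cells | reagent = IL-6 stimulus at 33 ng/mL final | timing = 1 h compound pre-exposure, 6 h IL-6 stimulation, 37 °C | measured by = luminescence | evaluation = % activation versus median of IL-6-stimulated wells | control set = IL-6-only wells as 100% reference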
# Hsp70 act – transcriptional activators of Hsp70; HeLa Hsp70 promoter luciferase reporter, luminescence; scaled: vehicle 0, proteasome-inhibitor control 100%; activation, % at 10 µM; 0.04% of 200,000 active;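 active = activation above the mean across all tested compounds plus 3 SD, cutoff set per campaign, cut at about 5.5% in these data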;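 also: 100% = MG132 at 30 µM as the positive control and 0% = DMSO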
# Diaph act CS – activates diaphorase or chemically reduces, flagging diaphorase assay artifacts; Diaphorase/resazurin coupled assay, resorufin fluorescence, 16 min; stronger effect = higher value; 1 = vehicle wells, 0 = NADH-free wells; activation factor at 20 µM; 0.005% of 190,000 active; AID 1229;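 active = diaphorase activity raised at least twofold by the compound at 20 µM; inactive = activation factor below 2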
#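 Material: Purified diaphorase enzyme from Clostridium kluyveri | Buffer or medium: 50 mM HEPES pH 7.4 with 4.542 mM MgCl2, 0.005% Tween 20 | Times: 16 min enzyme reaction, ambient temperature | Signal: Red resorufin fluorescence at 544/590 nm excitation/emission | Measure: Increased resorufin signal from activators or reducing compounds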
# STAT1 act – increases IFN-gamma driven STAT1 reporter signal; NIH 3T3 STAT1-luciferase reporter, luminescence; 100% = IFN-gamma alone, no compound; 2.6% of 200,000 active; activation (% of control), % at 5.5 µM;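 active = activation above the screen-wide mean activation plus 3 SD, cut at about 130% in these data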;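 also: raw ratio to IFN-gamma control signal so 100% means no change and 0% no light; values of inactives mirror those of a sister screen read the other way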
# STAT3 blocker – reduces IL-6 driven STAT3 reporter signal. inhibition, % at 5.5 µM. U3A cells, IL-6 STAT3-luciferase reporter, luminescence; host cell line lacks STAT1. AID 862. 0.89% of 190,000 active;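 active = inhibition above the mean inhibition across all screened compounds plus 3 SD, cut at about 44% in these data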;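 also: 0% = DMSO only wells and 100% = 100 µM nifuroxazide control wells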
# Diaphorase inh – diaphorase inhibition or chemical oxidation counter-screen; AID 1217; 0.69% of 190,000 active; inhibition, % at 20 µM; diaphorase resazurin-to-resorufin fluorescence, NADH, 16 min; bacterial (C. kluyveri) enzyme, not human;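 active = primary screen inhibition at 20 µM above a set limit, cut at about 50% in these data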;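 also: plate controls were DMSO with full reaction for no effect and wells lacking NADH for full effect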
#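 Test system: Clostridium kluyveri diaphorase enzyme / Quantity: diaphorase at 0.14 U/mL in enzyme working solution / Incubation: 16-min room-temperature incubation before reading / Benchmarks: NADH-free wells as positive control, DMSO-only neutral wells / Signal: resorufin fluorescence 544/590 nm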
# APP 5UTR inh – APP translation inhibition; AID 1285; 0.82% of 190,000 active; SH-SY5Y APP 5'UTR-luciferase reporter, luminescence; inhibition, % at 2 µM;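 active = inhibition above a set limit, derived from the sample mean plus 3 SD, cut at about 45% in these data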; also: values of inactives mirror those of a sister screen read the other way
# An asterisk follows results filed as active; · = not tested or not shown.
# Start of the listing, in advance:
SMILES,TLR4-MyD88 BLA,STAT1 inh,G6PDH CS,STAT3 activator,Hsp70 act,Diaph act CS,STAT1 act,STAT3 blocker,Diaphorase inh,APP 5UTR inh
O=C(O)CCCNCc1ccccc1F,-5,-1,0,100,-0.1,0.9,101,2,7,-2
COc1ccc(CNC(=S)Nc2ccc(S(N)(=O)=O)cc2)cc1,-2,8,14,87,-0.1,0.9,92,21,14,-6
CC(=O)N1CCc2cc(S(=O)(=O)NCCC(=O)NC3CCN(Cc4ccccc4)CC3)ccc21,18,18,1,84,-0.3,0.9,85,25,9,14
CCOc1ccc(C(C)=O)cc1N1C(=O)C2C(C1=O)C1C=CC2C12CC2 (centres undefined),1,8,14,106,-0.1,1,93,-2,4,2

# Results, from the start:
SMILES,TLR4-MyD88 BLA,STAT1 inh,G6PDH CS,STAT3 activator,Hsp70 act,Diaph act CS,STAT1 act,STAT3 blocker,Diaphorase inh,APP 5UTR inh
O=C(O)CCCNCc1ccccc1F,-5,-1,0,100,-0.1,0.9,101,2,7,-2
COc1ccc(CNC(=S)Nc2ccc(S(N)(=O)=O)cc2)cc1,-2,8,14,87,-0.1,0.9,92,21,14,-6
CC(=O)N1CCc2cc(S(=O)(=O)NCCC(=O)NC3CCN(Cc4ccccc4)CC3)ccc21,18,18,1,84,-0.3,0.9,85,25,9,14
CCOc1ccc(C(C)=O)cc1N1C(=O)C2C(C1=O)C1C=CC2C12CC2 (centres undefined),1,8,14,106,-0.1,1,93,-2,4,2
COc1ccc(C2OC(=O)CC2C(=O)N2CCN(c3cc(Cl)ccc3C)CC2)cc1OC (centres undefined),-6,2,25,100,0.1,0.8,98,9,16,·
C=CCSC1=C(C#N)C(c2ccccc2Cl)C(C(=O)c2cccs2)C(O)(C(F)(F)F)N1 (centres undefined),-2,8,-5,105,-0.3,0.9,93,-9,13,-10
CCOC(=O)COc1cc(O)c2c(=O)cc(-c3ccccc3)oc2c1,-1,-5,-2,101,-0.2,1,103,1,-1,-14
Cc1nnc2ccc(Oc3ccc(-c4ccccc4)cc3)nn12,9,8,4,76,1.3,1.1,93,30,-6,2
Cc1ccc(C(=O)N/C(=C/c2cccs2)C(=O)NCc2ccco2)cc1,0,4,-8,100,-0.3,0.8,96,-2,16,10
Cc1c(C(=O)N/N=C/c2cccnc2)sc(=S)n1C,-3,-3,0,92,0.0,0.9,103,12,10,7
Cc1ccc(-c2cc(C(F)F)nc(NCC3CCCO3)n2)cc1 (centres undefined),-19,0,6,100,-0.4,0.8,100,0,25,13
CCC1(C)OC(=O)N(CCCn2ccnc2C)C1(C)O (centres undefined),-4,6,12,95,-0.3,0.9,95,10,14,4
CCOC(=O)C1=C(C)Nc2nnnn2C1c1cccc(OC)c1OC (centres undefined),-9,2,·,104,-0.1,·,98,0,·,21
NS(=O)(=O)c1ccc(NC(=O)CN2CCCN(S(=O)(=O)c3ccc(F)cc3)CC2)cc1,-3,0,6,102,0.5,0.9,99,9,8,-12
COc1ccc(CCN2C(=O)CC(C(N)=O)SC2=Nc2ccc(F)cc2)cc1OC (centres undefined),-20,0,11,104,0.1,0.7,101,2,29,-7
COc1ccc(C2N=C(N)N=C(N)N2c2ccc(C)cc2)cc1 (centres undefined),7,1,3,109,-0.3,0.9,99,-7,10,-2
Cc1ccc(C(=O)OCC(=O)Nc2cc(F)ccc2F)cc1NC(=O)c1ccco1,-1,4,3,99,-0.1,1,97,9,0,-16
COC(CC(=O)NNC(=S)Nc1ccc(Cl)cc1)OC,3,2,10,97,-0.2,1,98,11,-2,16
CCN(CC)S(=O)(=O)c1ccc(N/N=C/c2ccc(O)cc2)nc1,-6,11,4,90,1.0,1,90,20,3,-22
CCOc1ccccc1N1C(=O)c2cccnc2C1=O,0,3,0,93,-0.1,0.8,98,17,21,9
C=CCSc1nc(C)c2cc(C)cc(C)c2n1,1,-3,1,111,0.0,0.9,102,-7,14,6
c1ccc(-n2ncc(-c3nn[nH]n3)n2)cc1,2,5,4,102,-0.6,0.9,95,-1,10,1
Cn1c(=O)n(C)c(=O)n(CC(=O)N2CCCCC2)c1=O,-9,1,-12,106,0.1,1,99,-6,-3,0
O=C(COc1ccc2ccccc2c1)Nc1nccs1,-1,17,14,39,-0.2,1,84,78*,2,-190
Cc1ccc(OCc2nc(C#N)c(N3CCN(Cc4ccccc4)CC3)o2)cc1,17,10,-43,99,-0.2,0.8,90,9,20,-2
CCOc1cccc(C(=O)Nc2cccc(C(=O)NCC(C)C)c2)c1,10,4,3,102,-0.2,0.8,96,-3,22,-4
CCn1ncc(/C=C2/SC(=S)NC2=O)c1C,-8,-8,-5,108,-0.2,0.9,107,-8,14,-10
CCCNC(=O)c1ccccc1NC(=O)c1ccccc1N(C)S(C)(=O)=O,-2,-3,13,99,-0.1,1,106,4,-1,11
Cc1ccc(-c2ccc(C3C(C#N)=C(N)Oc4n[nH]c(C)c43)o2)cc1 (centres undefined),-2,-19,7,136*,-0.3,1.1,117,-41,-8,5
O=C(NCCN1CCOCC1)N1CCOCC1,2,-2,12,97,0.0,0.9,102,5,5,-5
Cc1noc(C)c1N=Nc1ccc(Br)cc1C(=O)O,-1,-4,2,102,-0.1,1,104,4,0,-4
Fc1ccccc1/C=N/n1cnnc1,-11,-4,-14,100,-0.4,0.9,103,3,7,-14
N#Cc1ccccc1NC(=O)C1CC(=O)N(c2ccc3c4c(cccc24)CC3)C1 (centres undefined),-2,2,-19,108,-0.2,0.8,98,-10,19,-12
CCc1ccc(NC(=O)c2cc(-c3cccs3)on2)cc1,5,-42,-2,97,-0.1,1,136*,12,1,-39
O=C(NCc1ccco1)c1sc2cc(F)ccc2c1Cl,-6,-7,-1,82,0.1,0.9,111,24,15,-22
CC(=O)c1cccc(NC(=O)c2ccoc2C)c1,-1,2,13,96,-0.2,0.9,97,10,12,16
O=C(CNS(=O)(=O)c1ccccc1)Nc1ccc2c(c1)OCO2,1,2,2,104,-0.2,1,98,3,5,-1
Cc1ccc(Cl)c(OCC(=O)Nc2sc(C)c(C)c2C#N)c1,-1,-2,7,92,-0.3,1.1,102,9,-10,-59
COc1ccc(N(C)S(=O)(=O)c2cccc(C(=O)OC(C(=O)Nc3cc(C)cc(C)c3)c3ccccc3)c2)cc1 (centres undefined),4,2,2,111,-0.5,0.8,98,-16,19,-2
O=C(CCc1nnc(-c2ccccc2)o1)NC1CCCCC1,16,-35,14,106,-0.2,1.1,130*,-5,-9,-23
Cc1ccc2cc(CN(Cc3cccs3)Cc3nnnn3CC3CCCO3)c(=O)[nH]c2c1 (centres undefined),-6,-2,0,101,-0.1,0.9,102,4,14,10
C=CCNC(=S)NC(CC(=O)OC)c1ccc2c(c1)OCO2 (centres undefined),4,4,5,103,-0.2,0.9,95,-1,9,-12
O=C(NCC(=O)N(c1ccccc1F)C(C(=O)NC1CCCC1)c1ccco1)c1ccco1 (centres undefined),-12,0,15,102,0.0,0.8,98,3,18,-12
CC(=O)N1CCc2cc(N=NC3=C(O)CCCC3=O)ccc21,-3,-4,6,99,0.2,0.9,104,4,5,-93
Cc1nnc(SCc2cc(=O)n3[nH]cnc3n2)s1,2,-1,5,104,0.2,0.8,101,-1,16,3
Clc1ccc(-c2nnc(-c3ccccc3Cl)o2)cc1,-6,-67,-4,67,0.0,0.9,161*,40,11,-202
C=CCn1c(C(C)NC(=O)CC)nc2ccccc21 (centres undefined),-6,7,5,98,-0.1,0.9,94,7,8,10
Cc1nc2c(=O)[nH]c(=S)n(C)c2nc1C,6,5,5,100,-0.3,1,97,-2,2,-4
COc1cnc(-c2ccccn2)nc1Sc1ccc(Cl)cc1,-2,-4,15,103,0.1,1,104,4,-3,-5
O=C(Nc1cnn(Cc2ccc(Cl)cc2)c1)c1cnccn1,1,5,-19,98,0.2,0.8,95,6,20,-3
O=C(/C=C/c1cccc([N+](=O)[O-])c1)Nc1ccccc1N1CCOCC1,0,1,-9,106,-0.1,0.9,99,-9,12,18
CCc1ccc2c(c1)C1(NN=C(c3ccc(C)cc3)S1)C(=O)N2 (centres undefined),12,-11,-1,92,0.3,1.1,102,11,-15,-46
COc1ccc(NC(=O)NCc2cccnc2)cc1OC,5,-1,3,108,0.1,0.8,100,-6,18,15
CCC(Oc1ccccc1)C(=O)O/N=C(\N)c1ccc(OC)c(OC)c1 (centres undefined),12,-5,-2,104,-0.3,0.8,104,-6,19,-4
O=S(=O)(NC1CC1)c1ccc(S(=O)(=O)N2CCN3CCCC3C2)cc1 (centres undefined),3,1,10,103,-0.4,1,100,0,-2,-13
FC(F)Oc1ccc(NC(=S)NCc2nc3ccccc3[nH]2)cc1,-2,7,5,106,0.0,0.9,94,3,10,-21
O=C(COC(=O)C12CC3CC(CC(O)(C3)C1)C2)NC12CC3CC(CC(C3)C1)C2,-10,-1,4,102,0.0,1,100,0,1,9
Cc1ccc(NC(=O)NNC(=O)c2sccc2-n2cccc2)cc1,-13,-19,-1,104,-0.2,1,116,-2,-4,-24
CC(=O)Nc1ccc(S(=O)(=O)Nc2ccc(-c3ccc4nnc(C)n4n3)cc2)cc1,0,1,2,94,-0.2,1.1,98,17,-12,-4
CC(C)[C@H](NC(=O)c1ccc(Cl)c([N+](=O)[O-])c1)C(=O)NCc1ccc(Cl)cc1Cl,-1,-5,0,106,-0.4,0.9,105,-10,6,9

# Carrying on.
SMILES,TLR4-MyD88 BLA,STAT1 inh,G6PDH CS,STAT3 activator,Hsp70 act,Diaph act CS,STAT1 act,STAT3 blocker,Diaphorase inh,APP 5UTR inh
COC(=O)c1sc2nc(SCc3ccccc3C)n(N)c(=O)c2c1C,13,7,-5,96,-0.2,0.8,95,3,18,-13
N#Cc1c(N)c(C(=O)c2ccc(Cl)cc2)n2c1CCC2,-2,-4,2,99,0.1,0.8,104,8,20,1
CCC1CCCCN1CCCNC(=O)Cn1nc(-c2ccccc2)ccc1=O (centres undefined),-7,5,4,106,-0.2,0.7,95,-3,27,-13
C=CCn1cc(C(=O)NCC2CCCO2)c(=O)c2cc(S(=O)(=O)N3CCCCCC3)ccc21 (centres undefined),-5,11,4,95,-0.3,0.8,90,15,20,-8
Cc1cc(CNC(=O)c2ccc3c(c2)OCO3)c2ccccc2n1,-32,19,12,99,-0.2,0.8,82,10,22,27
Cc1ccccc1NC(=O)c1ccccc1NC(=O)Cc1cccc2ccccc12,6,6,10,96,-0.1,0.9,95,4,6,8

# Screening results (PubChem BioAssay)

# Hits appear at their usual frequency; overall some 6.1% were active at least once.
